DAX1 inh-1: NR0B1 (DAX1) inhibition | HEK293 Gal4-DAX1 luciferase reporter, luminescence | 340,000 compounds, 0.99% hits | AID 504766 | inhibition, % at 6.75 µM | P51843;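 active means inhibition above the mean over all tested compounds plus 3 SD, cut at about 4.2% in these data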;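 further: 0% = DAX1-transfected cells with DMSO and 100% = empty-vector control cells with DMSO; inhibition shows as a rise in luminescence from relieved DAX1 repression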
Target sequence (P51843 207-470 limits assumed): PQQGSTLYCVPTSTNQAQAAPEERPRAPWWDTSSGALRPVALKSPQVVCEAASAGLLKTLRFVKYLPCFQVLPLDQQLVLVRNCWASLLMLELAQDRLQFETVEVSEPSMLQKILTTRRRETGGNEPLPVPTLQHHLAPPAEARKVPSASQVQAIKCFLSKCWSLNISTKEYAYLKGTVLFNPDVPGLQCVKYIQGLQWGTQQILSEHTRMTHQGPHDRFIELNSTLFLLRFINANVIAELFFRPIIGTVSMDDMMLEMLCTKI
hgDAF-12 ag: agonists of H. glycines DAF-12 nuclear receptor; AID 687014; HEK293 GAL4-hgDAF12 UAS-luciferase reporter, agonist luminescence; normalized to butyrate control; activation, % at 6.8 µM; 370,000 compounds, 1.8% hits;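 active means activation above a cutoff set at the mean of all screened compounds plus 3 SD, cut at about 10% in these data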;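 further: 0% = DMSO wells and 100% = sodium butyrate wells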
ssDAF12 agonist: activators of S. stercoralis DAF-12 nuclear receptor. HEK293 ssDAF-12/GRIP1 lit1-tk-luc reporter, luminescence; % of 3 µM dafachronic acid response. activation, % at 6.8 µM. 370,000 compounds, 1% hits;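 active means activation above the mean over all tested compounds plus 3 SD, cut at about 0.9% in these data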;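 further: 0% = DMSO-only wells and 100% = 3 µM delta7-dafachronic acid wells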
ADAM17 inh: ADAM17 inhibition, QFRET primary screen; P78536; recombinant ADAM17, EDANS/DABCYL FRET peptide cleavage; inhibition, % at 6.95 µM; 370,000 compounds, 0.83% hits; AID 720648;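 active means inhibition above the mean of compounds lying between control limits plus 3 SD, set per campaign, cut at about 8.5% in these data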;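 further: 0% = DMSO-only wells as the low control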
GAA850 FXN act: frataxin GAA850 promoter activation; AID 540364; 360,000 compounds, 0.56% hits; HEK293 lucGAA850 FXN promoter luciferase reporter, 24 h; percent of 10 µM SAHA response; activation, % at 6 µM;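 active means activation above the average of all compounds screened plus 3 SD, cutoff fixed separately per campaign, cut at about 7.5% in these data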;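 further: 0% = DMSO wells and 100% = 10 µM SAHA wells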
GC-A act: GC-A (human) enzyme activation. P16066. HEK293 GC-A cells, cGMP TR-FRET, EC30 ANP; 0% at EC30 ANP, 100% saturating ANP. activation, % at 10 µM. 370,000 compounds, 0.14% hits. AID 1671463; in the data active means activation above about 40%
DAX1 inh-2: inhibitors of DAX1 repression of SF-1 activated StAR promoter | inhibition, % at 6.8 µM | 370,000 compounds, 1.1% hits | AID 652010 | HEK293T StAR-luciferase reporter, SF-1/DAX-1 repression relief;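 active means inhibition above the mean over all tested compounds plus 3 SD, cut at about 3.6% in these data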;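 further: 0% = DAX-1 cells with DMSO and 100% = cells lacking DAX-1 with DMSO; higher inhibition means more luminescence from relief of DAX-1 repression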
SMARCA2 act: increases SMARCA2 function in MMTV reporter cells; MG213 cells, MMTV-luciferase reporter, dexamethasone, overnight; activation, % at 9.1 µM; 370,000 compounds, 1% hits; AID 652017; in the data active means activation above about 7.8%;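 further: 0% = vehicle wells and 100% = reference activator wells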
PG9 binder: small molecules binding HIV-1 gp120 antibody PG9. TR-FRET gp120-PG9 antibody binding. inhibition, % at 6.7 µM. 360,000 compounds, 0.43% hits; in the data active means inhibition above about 8.5%
ADAM10 inh: inhibits human ADAM10; O14672; recombinant ADAM10, EDANS/DABCYL FRET peptide cleavage, 3 h; inhibition, % at 7 µM; 370,000 compounds, 0.62% hits; AID 720582;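 active means inhibition above a per-campaign cutoff equal to the mean of compounds falling between control-based bounds plus 3 SD, cut at about 20% in these data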;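 further: 0% = DMSO wells while the 100% control is not disclosed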
Target sequence (O14672 214-748 limits assumed): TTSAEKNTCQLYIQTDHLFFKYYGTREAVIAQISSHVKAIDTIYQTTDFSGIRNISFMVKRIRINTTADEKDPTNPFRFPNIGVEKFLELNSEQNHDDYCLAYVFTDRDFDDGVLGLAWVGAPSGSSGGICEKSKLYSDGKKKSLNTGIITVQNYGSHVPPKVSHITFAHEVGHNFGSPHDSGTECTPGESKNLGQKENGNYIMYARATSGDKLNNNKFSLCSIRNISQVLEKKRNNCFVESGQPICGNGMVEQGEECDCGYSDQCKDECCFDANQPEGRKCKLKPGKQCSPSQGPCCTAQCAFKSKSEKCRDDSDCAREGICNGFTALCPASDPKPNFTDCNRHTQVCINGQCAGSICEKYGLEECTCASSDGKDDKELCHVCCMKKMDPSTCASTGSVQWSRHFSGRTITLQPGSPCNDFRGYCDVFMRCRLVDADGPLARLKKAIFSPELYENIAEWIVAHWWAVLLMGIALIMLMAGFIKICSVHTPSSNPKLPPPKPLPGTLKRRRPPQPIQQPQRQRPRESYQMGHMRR
hcDAF-12 act: H. contortus DAF-12 activation, primary screen | AID 652067 | activation, % at 6.8 µM | HEK293 hcDAF-12 lit1-tk-luc reporter, luminescence; 0% DMSO, 100% Δ7-dafachronic acid | 370,000 compounds, 1.4% hits;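 active means activation above the mean of all tested compounds plus 3 SD, cut at about 5.5% in these data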;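 further: 100% = response to 3 µM Δ7-dafachronic acid high control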
* hit, by the source's call; · = no result given. No enrichment for hits. About 6.8% of those tested had a hit in this group.

SMILES	DAX1 inh-1	hgDAF-12 ag	ssDAF12 agonist	ADAM17 inh	GAA850 FXN act	GC-A act	DAX1 inh-2	SMARCA2 act	PG9 binder	ADAM10 inh	hcDAF-12 act
Cc1csc2c(=O)sc(NC(=O)c3ccc(F)cc3)nc12	·	0.8	-1.6	1	-0.1	12	-0.3	-2	-2.5	-2	-0.2
COc1cccc(CN(C)Cc2c(O)ccc3ccccc23)c1	1.5	-1.0	0.2	-16	2.6	-9	-0.2	-3	0.7	-25	2.5
CC(O)(c1cccc(F)c1)c1nc(-c2ccoc2)cs1 (stereo not drawn)	·	3.1	-1.2	-4	1.1	6	-1.7	4	-0.5	-8	-0.1
O=C(CSc1cn[nH]n1)Nc1cccc(C(F)(F)F)c1	0.3	2.3	-1.0	2	0.3	0	0.4	0	-1.2	-1	0.5
C=C(C)CSc1nnc(-c2ccc(OC)cc2)n1N	1.4	3.4	-0.4	-4	1.7	2	1.1	9.5*	0.2	2	0.1
CCCCOc1ccc(CN(CCO)CCO)cc1[N+](=O)[O-]	0.8	0.4	-0.6	-4	4.7	-1	0.1	2	2.3	-3	1.4
Cc1cc(C)nc(Sc2ncnc3c2oc2ccccc23)n1	0.2	-1.2	-0.1	-5	-4.2	0	-0.7	0	0.2	1	2.0
CC(=O)NCCNC(=O)C1Cc2c(-c3cccc(NC(C)=O)c3)ccnc2O1 (stereo not drawn)	·	-1.8	-0.9	-2	-1.6	-1	-1.3	0	0.3	-3	-1.0
COC(=O)c1cccc(S(=O)(=O)N2CCC(c3nc4ccccc4o3)CC2)c1	-1.1	0.5	-1.3	1	0.1	-4	-0.2	-1	-2.4	5	-1.3
COc1ccc(/C=N/n2cnnc2SCc2ccccc2)cc1	1.4	1.8	-1.5	2	-2.5	-6	-0.6	-2	-0.4	14	-1.4
CC1(C)CC(=O)C=C(NCC(O)c2ccccc2)C1 (stereo not drawn)	2.6	-0.9	-1.4	-5	1.5	5	0.1	-1	-1.2	-3	-2.2
CC1=C(C(=O)OCC(C)C)C(c2ccc(F)cc2)NC(=O)N1 (stereo not drawn)	0.3	-1.1	-1.3	-1	2.2	-12	-0.8	2	0.0	2	0.2
CCOc1ccc(N=Nc2c(C)noc2C)cc1	-0.6	-0.9	-1.6	-2	0.6	1	0.0	1	0.1	-6	-1.5
O=C(O)Cn1c(COc2ccc(Cl)cc2)nc2ccccc21	-0.9	-2.9	-1.2	3	-0.2	1	0.6	0	-0.9	-5	-2.1
CC(=O)N1CCN(C(=O)COc2ccc3oc4c(c3c2)CCCC4)CC1	0.4	-0.7	-1.3	-7	-1.8	-2	-0.3	-2	0.9	-10	0.6
Cc1c(NS(=O)(=O)N2CCCC2)c(=O)n(-c2ccccc2)n1C	-0.9	2.4	-1.2	1	-3.0	0	-0.4	-4	0.4	-7	1.2
N#C/C(=C/c1ccc(Sc2nc3ccccc3[nH]2)o1)c1cccc(Br)c1	-1.1	-1.1	-1.9	6	2.2	-16	-2.2	-1	-1.3	15	-1.9
CCOC(=O)C1(C)CCCN(C(=O)c2cccnc2SC)C1 (stereo not drawn)	·	-3.0	-0.6	-4	0.4	0	-0.8	-2	-0.1	0	-0.8
CCN(CC)S(=O)(=O)c1ccc(N2CCOCC2)c(NC(=O)c2ccc(F)cc2)c1	-0.5	-4.6	-0.9	-2	1.7	0	-0.8	-2	-0.7	-2	-0.8
COc1ccc(C)cc1NC(=S)N1CCOCC1	-0.1	0.4	-0.9	0	0.7	2	-0.5	-2	-0.7	0	3.0
O=C(CSc1ncn[nH]1)c1cc2ccccc2o1	-0.6	2.7	-0.8	-2	0.8	4	0.2	0	-3.0	-6	0.5
Cc1cccc(NC(=O)CNC(=O)c2cccc(-n3cccc3)c2)c1C	-1.3	0.3	-0.7	-4	-1.6	1	-0.4	1	-1.4	4	-1.0
O=C(Nc1ccc(F)c(Cl)c1)c1cc(C2CCCCN2C(=O)c2ccc(Cl)cc2)on1 (stereo not drawn)	·	-1.4	-1.6	-1	-1.6	-2	-0.4	-1	-1.8	-3	0.7
O=c1c2ccccc2nc2oc3ccccc3n12	2.7	5.6	0.8	-7	4.4	-2	1.6	5	-1.4	-10	3.6
COc1ccc(CNC(=O)Cn2c(=O)n(CC(=O)N3CCCCC3)c(=O)c3sccc32)cc1	0.4	2.9	-0.5	-1	2.0	1	-0.2	-2	-1.5	-5	-2.0

Following part
SMILES	DAX1 inh-1	hgDAF-12 ag	ssDAF12 agonist	ADAM17 inh	GAA850 FXN act	GC-A act	DAX1 inh-2	SMARCA2 act	PG9 binder	ADAM10 inh	hcDAF-12 act
O=C1C(=O)c2ccccc2C(O)=C1CC=C(Cl)Cl	-0.7	-2.8	-0.8	-3	-5.1	-3	-1.7	-5	-4.5	-13	-1.5
CCS(=O)(=O)N1CCC(C(=O)NCc2cccs2)CC1	-0.7	3.0	-1.1	-3	-1.9	1	-0.1	0	-0.4	-9	1.1
COc1cc(/C=C2/SC(=S)N(CCC(=O)Nc3ccc(C(=O)O)cc3)C2=O)cc(OC)c1OC	0.3	0.8	-1.3	-2	0.8	-5	0.1	-3	-3.4	-1	0.6
COc1cccc(-c2c(C(=O)N/N=C(\C)c3cccs3)nnn2-c2nonc2N)c1	0.4	-4.4	-0.8	5	-2.0	0	-0.5	-3	-0.9	13	-1.2
CCCn1c(C)cc(C(=O)CN2C(=O)c3ccccc3C2=O)c1C	0.5	11*	0.9*	-4	6.9	0	3.4	7	-1.4	3	9.7*
O=C(CSCc1cccc(F)c1)NCc1ccccc1	1.6	4.8	-0.7	-7	5.8	-4	2.2	1	0.0	-2	1.4
CCn1cc(C(=O)NCCO)c(=O)c2cc(F)c(N3CCN(C)CC3)cc21	1.1	0.6	-1.4	-48	0.5	10	-0.1	-2	-0.2	-124	-0.1
CCN(CC)CCNC(=O)CCCCn1c(=S)[nH]c2c([nH]c3ccc(OC)cc32)c1=O	1.1	-1.1	-0.6	-22	0.3	4	0.6	-2	-2.1	-56	0.9
CCN(CC)c1ccc(NC(=O)c2cnn(CC)c2)cc1	1.0	4.2	-0.9	-6	-0.4	-8	0.2	3	-12	7	-0.1
Cc1ccc(NC(=O)N2CCCCC2)cc1NC(=O)N1CCCCC1	0.4	0.7	-1.4	-4	5.4	3	0.2	-2	-1.3	-7	-1.3
CC1=CCC(C(C)(C)NC(=O)c2ccccc2)C/C1=N\O (stereo not drawn)	2.6	-1.8	-0.5	1	0.9	0	0.8	-3	-0.8	5	-0.3
CCOC(=O)c1c(C)c(C(=O)NCCc2ccc(S(N)(=O)=O)cc2)c(C)n1CC	-0.4	-0.8	-0.4	-7	2.3	0	0.0	-3	0.9	-6	-0.9
O=S(=O)(NCCNS(=O)(=O)c1ccccc1)c1ccccc1	0.6	1.3	-1.4	-3	-2.3	4	-0.4	-1	0.4	-5	-1.3
Cc1ccc(NC(=O)N2CCC(C(=O)NCC(C)C)CC2)cc1	3.2	-2.2	-0.6	-3	0.6	4	-0.1	-1	0.5	-5	-0.8
CCn1nc(NS(=O)(=O)c2ccc(C)cc2)c2cc3ccccc3nc21	1.1	1.0	-0.9	-3	0.8	0	-1.4	-2	-3.9	-13	2.5
O=C(Nc1ncc(S(=O)(=O)c2ccc([N+](=O)[O-])cc2)s1)c1cccc2ccccc12	1.5	0.4	-0.7	3	-2.0	1	0.9	-5	0.1	-7	-1.5
COc1ccc(-c2cc3cccc(OC)c3oc2=O)cc1	-1.2	16*	0.5	-131	5.2	6	2.9	3	-1.0	-350	7.3*
C=CCOC(=O)C1=C(C)NC(SCC(=O)Nc2nccs2)=C(C#N)C1c1cccs1 (stereo not drawn)	-1.4	-4.1	-1.4	-8	1.0	-6	-1.2	-3	-0.8	-24	-2.6
CC1Cc2nc(SCC(=O)N3CCCCC3)n(C)c(=O)c2S1 (stereo not drawn)	1.4	-2.0	-1.6	0	-0.1	1	-0.1	4	-0.6	1	-0.9
Cc1cccc(-c2oc3ccccc3c2C#CCCO)c1	1.2	-0.3	-1.4	-16	3.6	-5	-0.4	0	-0.8	-36	-1.1
COc1ccc(S(=O)(=O)NCC2CCCO2)cc1NC(=O)c1ccccc1 (stereo not drawn)	1.1	-1.2	-0.9	0	-0.8	0	-0.9	2	-2.9	2	0.3
COc1cc2c(cc1OC)CN(c1nc(CN3CCOCC3)nc3sc4c(c13)CCC(C)C4)CC2 (stereo not drawn)	0.2	-4.1	-1.8	-6	-0.3	13	-1.6	-4	-3.1	-13	-2.0
CCc1noc(C)c1C(=O)NCCc1ccc(OC)c(OC)c1	2.3	-1.0	-0.8	-5	-0.4	0	1.7	-3	0.6	1	-1.1
O=C(Nc1ccc(N2CCOCC2)cc1)c1ccc(S(=O)(=O)N2CCCCC2)cc1	-0.8	-2.5	-1.7	-2	-0.4	0	0.1	0	1.9	2	0.5
O=C(NCCc1ccc(Cl)cc1)C1CCN(C(=O)c2ccc(F)cc2)CC1	-1.0	1.6	-1.0	-1	-0.9	-6	0.0	-1	-1.6	-3	0.9

The results go on:
SMILES	DAX1 inh-1	hgDAF-12 ag	ssDAF12 agonist	ADAM17 inh	GAA850 FXN act	GC-A act	DAX1 inh-2	SMARCA2 act	PG9 binder	ADAM10 inh	hcDAF-12 act
CC1(c2ccc(Cl)cc2Cl)NC(=O)N(CC(=O)NC2CCCCC2)C1=O (stereo not drawn)	-0.1	-1.3	-1.1	-4	0.0	1	0.1	-1	0.1	-13	-1.1
CCCCNC(=O)Cn1cnc2sc(C(=O)OCC)c(C)c2c1=O	0.0	-1.9	-0.8	-2	-1.1	1	-0.4	-2	0.0	4	-0.5
Cc1c(C(=O)c2ccc(Cl)c([N+](=O)[O-])c2)c2ccccn2c1CCC#N	-0.4	-0.1	-1.0	-1	3.1	14	0.5	0	-0.1	3	-2.6
CCOC(=O)C(NC(=O)CCl)(Nc1sc(C)c(CC)c1C#N)C(F)(F)F (stereo not drawn)	-2.2	-3.8	-1.3	4	-2.0	-3	-0.5	-3	-1.3	3	-0.4
CCc1noc(C)c1C(=O)N1CCC(CCC(=O)Nc2cccc(OC)c2)CC1	-1.3	0.8	-1.4	-5	-2.0	2	-2.5	2	-0.8	-8	-0.7
C[C@@H]1CN([C@@H](C)CO)C(=O)CCCn2nncc2CO[C@H]1CN(C)S(=O)(=O)c1ccc(F)cc1	-0.7	-0.7	-1.0	-5	0.4	4	0.0	-3	-0.7	-10	0.3
CCOc1ccc(C(=O)NC(C(=O)NCC(c2cccs2)N(C)C)C(C)C)cc1 (stereo not drawn)	-0.7	5.2	-1.2	-8	0.9	2	-0.3	-3	-2.4	-15	0.0
CC(=O)c1c(C(C)=O)c(C)n(-c2nc(-c3ccc(Br)cc3)c(C)s2)c1C	0.6	-0.4	-0.2	1	0.7	-2	0.7	0	-0.4	5	-1.6
CN(C)CCOC(=O)c1sc2ccccc2c1Cl	1.7	4.9	-1.0	-4	-1.6	0	-0.7	-3	3.6	-4	0.7

Compound activity deposited in PubChem BioAssay by several laboratories.
